CDK5 inh = inhibitors of human CDK5/p35 kinase; Recombinant CDK5/p35, ADP-Glo luminescence, 60 min; hit rate 0.01% among 330,000; inhibition, % at 10 µM;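 active = highest replicate inhibition of at least 50% and at least 75% of replicates reaching 50%; inconclusive = only one of the two criteria met; inactive = both criteria failed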;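 note: plate controls were DMSO neutral control for no effect and GW8510 at 10 µM for full effect; many of its hits are not listed in these tables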
Target sequence (Q00535 whole entry, looked up): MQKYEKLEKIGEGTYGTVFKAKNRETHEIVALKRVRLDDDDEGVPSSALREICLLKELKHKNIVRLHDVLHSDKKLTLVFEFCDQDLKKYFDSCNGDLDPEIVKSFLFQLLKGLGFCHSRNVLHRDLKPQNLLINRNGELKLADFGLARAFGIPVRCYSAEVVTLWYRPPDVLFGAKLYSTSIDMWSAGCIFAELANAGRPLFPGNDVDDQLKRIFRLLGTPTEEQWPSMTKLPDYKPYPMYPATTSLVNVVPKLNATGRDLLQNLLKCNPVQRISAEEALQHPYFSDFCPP
Target sequence (Q15078 whole entry, looked up): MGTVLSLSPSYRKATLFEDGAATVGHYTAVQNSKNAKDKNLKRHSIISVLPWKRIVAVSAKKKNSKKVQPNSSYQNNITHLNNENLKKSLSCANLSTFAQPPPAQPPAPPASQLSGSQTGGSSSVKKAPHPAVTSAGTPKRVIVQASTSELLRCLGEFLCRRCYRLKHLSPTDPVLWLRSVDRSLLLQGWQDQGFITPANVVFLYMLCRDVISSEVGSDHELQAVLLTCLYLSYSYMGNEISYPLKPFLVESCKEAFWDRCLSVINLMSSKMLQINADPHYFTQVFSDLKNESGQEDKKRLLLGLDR
SUMO Mot1 rescue = SUMOylation pathway inhibition by Mot1-301 growth rescue; S. cerevisiae Mot1-301 growth rescue, ATP luminescence, 38.5C; percent above DMSO median, 100 means doubled; growth rescue, % at 18.8 µM; hit rate 1% among 320,000;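 active = every valid replicate shows activation above 250% relative to neutral control wells; inactive = the rest, any valid replicate at or below 250%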;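 note: OY570 slx delta 5 strain wells were the positive control but not used for scaling; some compounds called inactive have numbers as strong as hits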
dFosB act = activators of mouse delta FosB homodimer | purified delta FosB, TAMRA-CDK5 oligo fluorescence polarization; percent of positive-control signal above neutral wells | activation, % at 25 µM | hit rate 0.99% among 340,000;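 active = mean activation above about 17%, with every replicate also reaching it, limit read from the data, passing the limit was not always enough; inconclusive = only one of the two conditions met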;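 note: fluorescence polarization rise as delta FosB binds a TAMRA Cdk5 AP-1 oligo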
Keap1 Nrf2 FP = Keap1-Nrf2 (human) interaction inhibition; inhibition, % at 9.4 µM; Keap1 Kelch-Nrf2 peptide fluorescence polarization, 1536-well; hit rate 0.15% among 340,000; AID 504523; Q14145; in the data active = inhibition above about 12%; inconclusive = no clear call, values can overlap the other calls; inactive = below about 7.3%;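 note: human Keap1 Kelch domain with fluorescein labeled Nrf2 9mer peptide probe; 0% = neutral control wells and 100% = peptide positive control; higher means more block of Keap1 binding to Nrf2 peptide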
NSD2 HMT inh = NSD2 (human) methyltransferase inhibition; hit rate 0.54% among 310,000; O96028; NSD2 peptide methylation, AlphaScreen, 120 min; inhibition, % at 12.5 µM; in the data active = inhibition above about 50%
Rtt109 Vps75 = blocks Candida albicans Rtt109/Vps75 acetyltransferase activity; hit rate 0.16% among 330,000; purified Rtt109/Vps75, ThioGlo CoA-SH fluorescence, 4 h; inhibition, % at 34.9 µM;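 active = inhibition of at least 50% in every replicate; inconclusive = best replicate reaches 50% inhibition but some replicates fall short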
Target sequence (Q5AAJ8 whole entry, looked up): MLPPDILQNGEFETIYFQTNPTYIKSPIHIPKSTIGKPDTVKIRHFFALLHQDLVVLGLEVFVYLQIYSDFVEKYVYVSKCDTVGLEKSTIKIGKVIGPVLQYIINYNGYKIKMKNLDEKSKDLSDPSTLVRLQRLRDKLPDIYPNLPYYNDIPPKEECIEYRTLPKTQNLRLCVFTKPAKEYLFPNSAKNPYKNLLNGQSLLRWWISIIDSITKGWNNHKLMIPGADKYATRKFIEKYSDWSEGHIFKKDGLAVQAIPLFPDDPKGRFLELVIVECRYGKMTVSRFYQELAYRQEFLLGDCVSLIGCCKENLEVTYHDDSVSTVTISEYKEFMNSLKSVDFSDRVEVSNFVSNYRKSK
cardiac RTF act = cardiac RTF calcium sensitization; activation, % at 7.2 µM; hit rate 0.24% among 340,000; IANBD-labeled TnC RTF fluorescence at EC20 calcium; 0% EC20 calcium, 100% full calcium; P19429+P45379; AID 493008;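 active = activation above the mean over all tested compounds plus 3 SD, cut at about 30% in these data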;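 note: rise in fluorescence read as greater calcium sensitivity of cardiac thin filaments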
PfHsp90 set2 = reduces growth (ATP signal) of yeast expressing P. falciparum Hsp90; hit rate 0.32% among 310,000; S. cerevisiae expressing PfHsp90, BacTiter-Glo ATP, 48 h; yeast lacking PDR1 and PDR3 efflux regulators; inhibition, % at 9.4 µM;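 active = every replicate shows inhibition above about 80%, whatever the replicate mean, limit read from the data; inconclusive = mean inhibition reaches the set limit but some replicate falls short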;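 note: 0% = DMSO neutral controls and 100% = 20 µM radicicol positive controls; yeast relying on Plasmodium falciparum Hsp90 in place of its own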
PvdQ acylase = P. aeruginosa PvdQ acylase inhibition; purified PvdQ acylase, fluorescence plate reader; inhibition, % at 10 µM; hit rate 0.063% among 340,000; in the data active = inhibition above about 30%, passing the limit was not always enough; inconclusive = no clear call, values can overlap the other calls;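 note: 0% = vehicle neutral wells and 100% = reference inhibitor wells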
RTF Ca sens inh = cardiac RTF calcium desensitization; P19429+P45379; IANBD-labeled cardiac RTF, Ca2+ fluorescence; inhibition, % at 7.15 µM; hit rate 0.12% among 340,000; AID 493244;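 active = inhibition above the mean inhibition of all tested compounds plus 3 SD, cut at about 17% in these data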;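 note: assay run at fixed EC70 calcium of 1.6 mM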
LANA DNA inh = KSHV C-LANA DNA binding inhibition | MBP-C-LANA/FAM-LBS DNA binding, fluorescence polarization | inhibition, % at 9 µM | hit rate 0.078% among 340,000 | AID 504423;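 active = highest replicate inhibition at or above 60% at 9 µM, even if other replicates fall short; inactive = all replicates below 60% inhibition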;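 note: 0% = neutral control wells and 100% = 4 µM acridine orange control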
The depositor's hits bear a star; ? = inconclusive; · = no result given.

SMILES	CDK5 inh	SUMO Mot1 rescue	dFosB act	Keap1 Nrf2 FP	NSD2 HMT inh	Rtt109 Vps75	cardiac RTF act	PfHsp90 set2	PvdQ acylase	RTF Ca sens inh	LANA DNA inh
COCCn1c(N)c(S(=O)(=O)c2cccs2)c2nc3ccccc3nc21	-9.5	8	-5	-3	-3	-1	4	8	-7	2	4.4
O=C(CC(C(=O)N1CCc2ccccc21)n1ccnc1)NCc1cccnc1 (configuration not stated)	-1.3	2	1	-4	4	5	-1	3	-5	-3	0.2
COc1ccc(N(Cc2cc3ccccc3[nH]c2=O)C(=O)C2CCCO2)cc1 (configuration not stated)	0.6	2	2	2	-5	2	-4	-2	-8	-3	-1.6
CCCCCC(=O)NNC(=S)NC(=O)c1ccccc1[N+](=O)[O-]	-0.1	17	-4	-4	-3	12	0	·	0	-1	0.8
CCN(CC)S(=O)(=O)c1ccc(Cl)c(C(=O)Oc2cccc(-c3cnc4ccccc4n3)c2)c1	2.9	17	8	-6	1	16	4	·	-11	-12	0.6
Cc1ccc(-n2c(SCC(=O)Nc3ccc4c(c3)OCO4)nnc2-c2ccoc2C)cc1	-0.8	-1	-5	-4	0	-11	-2	23	-14	-6	-0.2
CCCOc1ccc(N2C(=O)CC(N(CCC)C(=O)CCC(=O)O)C2=O)cc1 (configuration not stated)	1.6	-15	-1	-2	0	2	-2	-7	17	4	1.4
COc1ccc(C(=O)NC(=O)Nc2ncccc2C)cc1	-0.2	21	4	-7	-2	-1	-1	2	5	1	-0.5
CC(C)(C)NC(=O)C1CCN(S(=O)(=O)c2cccc(C(F)(F)F)c2)CC1	0.9	-11	-8	0	-1	-8	0	-7	-11	-2	-1.2
COc1ccc(CC(NC(C)=O)C(=O)NC2CCN(C(=O)c3ccc(OC)c(OC)c3)CC2)cc1OC (configuration not stated)	-0.6	0	0	-7	-3	6	4	-18	-12	-14	-1.2
COc1cc(NC(=O)c2csc3c2CCCC3)ncn1	1.6	14	-15	4	-1	2	-3	-8	5	-3	1.2
CC(=O)N1CCc2cc(S(=O)(=O)CCC(=O)NCc3ccc(C)o3)ccc21	-0.7	-4	-7	-5	3	4	-6	-7	-6	-3	-0.4
Cc1c(/C=C/C(=O)c2ccc(C(C)C)cc2)cnn1C	-0.9	-10	-7	2	6	-2	5	-12	6	1	-0.9
O=C(CSc1ccc(Cl)cc1)Nc1ccc(N2CCN(C(=O)c3ccco3)CC2)cc1	0.3	·	-2	-1	-1	5	-1	-5	-14	0	-2.6
O=C(O)Cn1c(=O)c2cccn2c2ccccc21	0.9	-4	3	-3	-2	2	7	2	-8	0	-1.7
CC(=O)Oc1ccc2c(=O)c(Oc3ccccc3)coc2c1OC(C)=O	-2.3	84	0	4	23	4	0	5	-3	-5	5.7
CCN1CCN(C(=O)c2cc3c(-c4ccc(Cl)cc4)nn(C)c3s2)CC1	1.3	16	-34	-8	·	19	3	8	5	-2	1.8
CCN(CC)S(=O)(=O)c1ccc(N2CCN(C)CC2)c(NC(=O)Nc2ccccc2F)c1	0.5	8	-5	3	78*	2	3	9	15	-10	-2.3
Cc1ccc(-c2cc(-c3ccc(F)cc3)n[nH]2)c(O)c1	-0.1	137	-1	2	-3	17	-2	-12	-3	3	0.8
COc1ccc(NC(=S)N(CCCN2CCN(C)CC2)Cc2cccs2)cc1	-0.5	11	4	-1	-1	-3	3	-16	-8	-5	1.8
CCN(CC)S(=O)(=O)c1ccc(NC(=O)C2CCCN(C(=O)c3ccc(Cl)cc3)C2)cc1 (configuration not stated)	-3.4	-9	-11	0	-2	3	1	6	-1	-8	-1.2
CC1CC(=O)Nc2ccccc2N1S(=O)(=O)c1ccc(C#N)cc1 (configuration not stated)	-0.1	3	-7	-3	-1	0	0	4	6	1	0.5
CCC(=O)Nc1ccc(C(=O)OCC(=O)c2ccc(C)c([N+](=O)[O-])c2)cc1	0.5	-12	-8	-4	-4	10	-1	5	2	-5	0.3
O=C(O)c1cccc(N2CCCCS2(=O)=O)c1	-0.6	3	1	0	1	0	-2	1	-11	1	1.2
COc1cccc2cc(C(C)N(CCCN3CCOCC3)C(=S)Nc3cc(C)ccc3C)oc12 (configuration not stated)	-0.2	148	-6	-1	-6	4	-2	11	-12	0	0.3
SMILES	CDK5 inh	SUMO Mot1 rescue	dFosB act	Keap1 Nrf2 FP	NSD2 HMT inh	Rtt109 Vps75	cardiac RTF act	PfHsp90 set2	PvdQ acylase	RTF Ca sens inh	LANA DNA inh
CCOC(=O)c1sc(NC(=O)CSc2nc(C)cc(C)c2C#N)c(C#N)c1C	0.9	-8	-8	-4	-5	-19	-4	-3	-13	-1	0.3
Cc1cc(C)nc(NN2C(=O)C=CC2=O)n1	1.2	7	1	0	1	0	-2	4	-1	-3	-3.4
O=C(O/N=C(/c1ccccc1)c1ccncc1)c1ccccc1[N+](=O)[O-]	-0.1	-17	-17	2	1	2	13	31	-7	-11	7.5
O=S(=O)(c1cccc(Cl)c1)N1CCN(S(=O)(=O)c2ccc3c(c2)OCCO3)CC1	0.9	-12	4	-3	·	6	-3	5	12	-4	-1.1
CN(C)c1ncc(CN2CCC(C(=O)Nc3ccc(-n4cccn4)cc3)CC2)s1	-1.6	-16	-4	-7	·	6	0	7	-14	3	-0.4
O=C1OC(=O)c2cc([N+](=O)[O-])ccc21	-0.9	-3	-2	-5	·	0	0	-47	12	-2	0.2
Cc1ccc2cc(CN(Cc3ccc(F)cc3)Cc3nnnn3C3CCCC3)c(=O)[nH]c2c1	-3.0	2	-15	-1	-1	0	5	4	-20	3	-0.8
C=CCn1c(-c2ccccc2)ccc(C#N)c1=O	-0.3	-11	-5	-1	0	-1	-1	-2	-7	-4	0.2
Cc1ccc(C(=O)Nc2c(C(=O)N3CCOCC3)cnn2-c2ccccc2)cc1	-2.4	-16	-2	-2	·	10	-3	18	-7	1	0.0
Cc1ccc(Nc2ncc(C(=O)NCCCN3CCN(C)CC3)c3ccccc23)cc1Cl	0.1	-13	0	0	-11	7	-1	-1	-15	8	0.6
COc1ccccc1-n1cnc2c(c1=O)c1nc3ccccc3nc1n2-c1ccc(C)c(C)c1	0.4	·	?	-1	-3	18	7	-10	1	-11	-0.8
CC1Cc2ccccc2N1C1=NS(=O)(=O)c2ccccc21 (configuration not stated)	3.5	-20	-9	0	-2	0	-6	1	-6	0	0.9
COc1cccc(NC(=O)N[C@@H](Cc2ccccc2)C(=O)O)c1	-1.7	191	3	-2	1	-10	2	-4	-1	-5	-0.4
CC(C)C(=O)N1CCC(n2nccc2NC(=O)CCOc2ccccc2)CC1	1.5	-9	-5	4	1	2	-3	-9	2	4	-0.3
N/C(=N\NC(=O)c1cccc(F)c1)c1cc2ccccc2oc1=O	-4.4	156	0	-6	·	2	3	15	-12	1	-2.3
Fc1cccc(Nc2nc3ccccc3n3nnnc23)c1	0.2	-3	-11	-1	·	22	6	-8	13	-7	0.7
O=C(CNC(=O)c1cc2c(s1)CCC2)Nc1ccccc1Br	1.0	-20	-2	5	3	3	-1	3	-10	-8	2.0
C/C(=N/NS(=O)(=O)c1ccc(F)cc1)c1ccncc1	1.1	-1	-3	0	-2	-5	-7	7	-6	0	1.3
COc1ccccc1NC(=O)c1ccc(NC(=O)COC(=O)C2CCCO2)cc1 (configuration not stated)	-0.6	·	-3	0	·	-1	-7	-13	9	-1	3.8
CCCOc1ccc(C(=O)CCN2CCCCC2)cc1	-6.3	36	-3	-13	3	3	4	21	7	-13	-0.9
C/C(=N\NC(=O)c1c(C)nc2ccccn12)c1ccc(N2CCOCC2)cc1	-1.3	-5	-2	-3	-3	-4	6	11	-10	7	-0.8
CCc1c(C)c(C#N)c2nc3ccccc3n2c1NCC1CCCO1 (configuration not stated)	0.5	5	-7	3	6	3	2	·	-14	-6	-0.3
CCc1ccc(NC(=O)CSc2nc3c(c(=O)n(C)c(=O)n3C)n2C)cc1	0.7	-7	6	-3	·	-5	-1	-10	-7	-2	-0.9
CCN(CC(=O)Nc1c(F)cccc1F)C(=O)c1ccc(N2C(=O)c3ccccc3C2=O)cc1	-0.2	10	-5	1	-1	-4	6	·	-10	-6	0.0
CS(=O)(=O)N1CCN(c2ccccc2NC(=O)c2ccc(-c3ccc(Cl)cc3Cl)o2)CC1	-1.1	33	14	-1	-8	-2	-4	-13	-9	-7	-1.4
SMILES	CDK5 inh	SUMO Mot1 rescue	dFosB act	Keap1 Nrf2 FP	NSD2 HMT inh	Rtt109 Vps75	cardiac RTF act	PfHsp90 set2	PvdQ acylase	RTF Ca sens inh	LANA DNA inh
CC1=CC2(C#N)C3(N=C(N)C2(C#N)C(c2ccccc2)N1)OCCO3 (configuration not stated)	0.0	·	-1	7	0	-253	1	10	5	-3	9.3
O=C(c1cc(Cl)ccc1O)N1CCN(S(=O)(=O)Cc2ccccc2)CC1	-0.3	-17	-3	-3	-1	-1	-2	2	-13	-10	-0.6
CN(C)c1cc(-c2ccc(Cl)cc2)oc(=O)c1Cl	0.1	-13	-16	-2	1	6	5	-1	2	-3	-4.0
COc1ccc(NS(=O)(=O)c2ccc(Cl)c(NC(=O)c3ccccc3F)c2)cc1	0.4	28	-14	0	0	-2	-6	·	-14	3	0.3
O=C(/C=C/c1ccc2c(c1)OCCCO2)c1ccc2ccccc2c1O	0.8	-14	0	-3	-1	5	5	-34	-9	-6	-1.3
CCN(CC)S(=O)(=O)c1ccc(NC2c3ccccc3C(=O)N2Cc2ccc3c(c2)OCO3)cc1 (configuration not stated)	-0.3	17	-8	2	·	5	2	3	-3	-7	0.7
O=C1c2ccccc2C(=O)N1c1cccc(-c2nc3ccccc3o2)c1	0.0	·	14	-6	1	3	-2	-11	-11	5	-0.4
COC(=O)CN1C(=O)C(O)(CC(=O)c2ccc(C)cc2)c2cc(Br)ccc21 (configuration not stated)	-0.2	9	0	0	·	-6	-7	0	-8	-10	0.4
COCCNC(C)C(=O)Nc1ccc(Br)cc1 (configuration not stated)	2.8	8	7	-7	-5	5	11	·	-17	-13	0.1
COc1ccc(NC(=O)CN(c2ccccc2)S(=O)(=O)c2ccccc2)c(OC)c1	0.6	-16	-4	-3	-1	3	-5	4	1	2	-1.3
COC(=O)c1cc(S(=O)(=O)N(C)C2CCCCC2)cn1C	-7.4	0	-7	-2	-2	-1	-2	-14	-8	-2	0.5
COc1cccc(Oc2coc3c(CN4CCOCC4)c(O)ccc3c2=O)c1	1.6	-19	3	1	-1	-327	-4	-5	0	8	-1.2
CCC(=O)Nc1ccc(N2CCOCC2)c(S(=O)(=O)Nc2ccc(OC)cc2)c1	0.3	0	-9	2	-5	-2	-2	-25	-14	6	-0.8
NC(=O)c1ccc(N2CCCC2)nc1	0.3	·	-1	-4	-1	-2	3	-2	-9	-2	0.3

Compound activity deposited in PubChem by several laboratories.

Compounds were not picked by outcome; overall some 3.2% were active at least once.
